# Screens deposited in PubChem by several laboratories.
# LANA DNA inh: inhibitors of KSHV C-LANA binding to DNA, primary screen, biochemical, fluorescence polarization, FAM-LBS DNA, MBP-C-LANA, single point | inhibition, % at 9 µM | hit rate 0.078% among 340,000;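 active = highest replicate inhibition at or above 60% at 9 µM, even if other replicates fall short; inactive = all replicates below 60% inhibition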;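 note: 0% = neutral control wells and 100% = 4 µM acridine orange control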
# Cardiac RTF inh: cardiac RTF calcium sensitivity inhibitors, primary screen, biochemical, IANBD-TnC fluorescence, EC70 calcium | AID 493244, 2011 | IANBD-labeled cardiac RTF, Ca2+ fluorescence | inhibition, % at 7.15 µM | hit rate 0.12% among 340,000;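 active = inhibition above the mean inhibition of all tested compounds plus 3 SD, cut at about 17% in these data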;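 note: assay run at fixed EC70 calcium of 1.6 mM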
# cardiac RTF act: cardiac RTF calcium sensitivity activators, primary screen, biochemical, IANBD-TnC fluorescence, EC20 calcium; activation, % at 7.2 µM; Troponin I, cardiac muscle (Homo sapiens) + Troponin T, cardiac muscle (Homo sapiens) + …; IANBD-labeled TnC RTF fluorescence at EC20 calcium; 0% EC20 calcium, 100% full calcium; hit rate 0.24% among 340,000; AID 493008, 2010;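 active = activation above the mean over all tested compounds plus 3 SD, cut at about 30% in these data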;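 note: rise in fluorescence read as greater calcium sensitivity of cardiac thin filaments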
# PKA-R2B activ: activators of PKA-R2B holoenzyme, primary screen, biochemical, fluorescence polarization, Cy5-IP20, human | PKA-R2B holoenzyme dissociation; R2B truncated from residue 108, S112A mutant; 0% DMSO only, 100% 113 µM cGMP | hit rate 0.079% among 340,000 | AID 504700, 2011 | activation, % at 11.4 µM;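 active = activation above a cutoff set at the mean over all compounds plus 3 SD, cut at about 18% in these data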;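 note: higher means more holoenzyme dissociation and a rise in polarization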
# Target sequence (P31323 whole entry, looked up, other chains not shown, the tested form may be a part): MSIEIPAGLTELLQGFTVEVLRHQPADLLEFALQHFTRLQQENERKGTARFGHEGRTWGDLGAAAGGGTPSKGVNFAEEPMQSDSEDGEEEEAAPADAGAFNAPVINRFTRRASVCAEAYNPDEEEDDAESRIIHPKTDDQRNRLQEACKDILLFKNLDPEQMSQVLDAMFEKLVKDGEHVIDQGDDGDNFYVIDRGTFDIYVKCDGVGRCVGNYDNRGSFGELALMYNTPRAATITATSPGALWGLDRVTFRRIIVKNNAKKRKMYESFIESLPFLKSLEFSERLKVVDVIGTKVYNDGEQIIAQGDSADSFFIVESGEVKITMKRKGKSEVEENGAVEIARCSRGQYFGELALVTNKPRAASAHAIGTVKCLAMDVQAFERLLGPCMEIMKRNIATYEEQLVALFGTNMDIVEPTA
# CAL PDZ FP-1: untagged CAL PDZ binding inhibitors, primary screen, biochemical, fluorescence polarization, HTS; Golgi-associated PDZ and coiled-coil motif-containing protein (Homo sapiens), Q9HD26; purified CAL PDZ, TMR-peptide fluorescence polarization, 1 h; inhibition, % at 24.9 µM; hit rate 0.92% among 300,000; AID 602252, 2012;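 active = mean inhibition of at least 30% with at least half of replicates also reaching 30%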;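 note: 0% = DMSO neutral control and 100% = excess unlabeled competitor peptide PRC23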
# Keap1-Nrf2 PPI: Keap1-Nrf2 protein-protein interaction inhibitors, primary screen, biochemical, fluorescence polarization, single point | Kelch-like ECH-associated protein 1 (Homo sapiens), Q14145 | inhibition, % at 9.4 µM | hit rate 0.15% among 340,000 | Keap1 Kelch-Nrf2 peptide fluorescence polarization, 1536-well; in the data active = inhibition above about 12%;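 note: human Keap1 Kelch domain with fluorescein labeled Nrf2 9mer peptide probe; 0% = neutral control wells and 100% = peptide positive control; higher means more block of Keap1 binding to Nrf2 peptide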
# DAGLB inhibitor: DAGLB lipase inhibitors, primary screen, biochemical, fluorescence, HTS | hit rate 0.059% among 340,000 | HEK293T DAGLB membrane lysate, EnzChek fluorogenic substrate | inhibition, % at 5.17 µM; in the data active = inhibition above about 34%;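 note: 0% = enzyme with vehicle and 100% = wells lacking enzyme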
# Target sequence (Q8NCG7 whole entry, looked up): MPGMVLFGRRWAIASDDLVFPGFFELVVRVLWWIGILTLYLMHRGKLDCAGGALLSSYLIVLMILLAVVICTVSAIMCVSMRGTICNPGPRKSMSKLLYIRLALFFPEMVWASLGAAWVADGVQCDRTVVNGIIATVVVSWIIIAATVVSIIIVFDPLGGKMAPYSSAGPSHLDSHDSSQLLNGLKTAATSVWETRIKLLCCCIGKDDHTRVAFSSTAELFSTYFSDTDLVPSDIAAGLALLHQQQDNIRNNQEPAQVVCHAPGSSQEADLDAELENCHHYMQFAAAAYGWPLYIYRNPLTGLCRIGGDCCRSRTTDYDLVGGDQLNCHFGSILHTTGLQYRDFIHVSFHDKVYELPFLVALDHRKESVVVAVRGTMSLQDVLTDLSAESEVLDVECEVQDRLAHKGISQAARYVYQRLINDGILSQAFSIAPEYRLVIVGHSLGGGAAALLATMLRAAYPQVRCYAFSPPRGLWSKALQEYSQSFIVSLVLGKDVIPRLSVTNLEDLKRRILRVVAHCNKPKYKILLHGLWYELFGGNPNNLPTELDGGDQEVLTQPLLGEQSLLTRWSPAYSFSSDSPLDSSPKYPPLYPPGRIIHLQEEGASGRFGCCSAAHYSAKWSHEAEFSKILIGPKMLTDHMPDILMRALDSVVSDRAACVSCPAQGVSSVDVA
# Rtt109 HAT inh: inhibitors of C. albicans Rtt109/Vps75 HAT, primary screen, biochemical, ThioGlo CoA-SH fluorescence, plate reader. purified Rtt109/Vps75, 4 h. inhibition, % at 34.9 µM. hit rate 0.16% among 330,000;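 active = inhibition of at least 50% in every replicate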
# CAL PDZ FP-2: CAL PDZ peptide-binding inhibitors, primary screen, biochemical, fluorescence polarization, Cer-tagged CAL PDZ, HTS; Golgi-associated PDZ and coiled-coil motif-containing protein (Homo sapiens), Q9HD26; purified CAL PDZ, TMR-peptide fluorescence polarization, 1 h; inhibition, % at 20 µM; hit rate 0.02% among 330,000; AID 504414, 2011;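 active = highest replicate inhibition of at least 40%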;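 note: plate controls were DMSO neutral control wells for no effect and unlabeled competitor peptide control wells for full effect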
#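 System: purified tagged CAL PDZ domain construct (CerCALP). Schedule: 1 h incubation at room temperature before polarization reading. Medium: 25 mM sodium phosphate pH 7.4, 150 mM NaCl, TCEP, IgG, Thesit. Read-out: percent inhibition from loss of millipolarization. Measured by: FP readout, S and P plane fluorescence. Probe or stimulus: fluorescent TMR peptide probe.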
# SR-BI DiI-HDL act: activators of SR-BI mediated DiI-HDL uptake, primary screen, ldlA[mSR-BI] CHO cells, DiI fluorescence; 3 h; 100 = double the neutral-control signal; activation, % at 12.5 µM; hit rate 0.096% among 320,000;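 active = mean replicate activation of at least 60% and every replicate at or above 60%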;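 note: 0% = median plate neutral-control signal and 100% = twice that signal; values of inactives mirror those of a sister screen read the other way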
#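 Assay system: LDL receptor-deficient CHO ldlA cells overexpressing murine SR-BI / Medium: BSA-supplemented, HEPES-buffered Ham's F12, pH 7.4 / Probe or stimulus: DiI-labelled HDL at 10 µg/mL final / Timing: compound with DiI-HDL co-incubation, 3 h at 37 °C / Technique: bottom-read cell fluorescence after medium removal, ex 550/em 595 nm / Measure: HDL uptake via cellular fluorescence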
# An asterisk follows results filed as active; / = not tested or not shown.
entry	Compound	LANA DNA inh	Cardiac RTF inh	cardiac RTF act	PKA-R2B activ	CAL PDZ FP-1
1	CNC(=S)N/N=C/c1c2ccccc2c(Cl)c2ccccc12	0.6	-10	6	1	2
2	Cc1ccc(CNC(=O)NC2CCCCC2)cc1	-1.0	1	-9	-10	8
3	COc1ccccc1CNC(=O)COC(=O)C1CCN(S(=O)(=O)c2ccc(C)c(C)c2)CC1	1.5	-6	-2	-11	-3
4	CCOc1ccc(C(NC(=O)/C=C/c2ccco2)c2ccc(OC)c(OC)c2)cc1 (centres undefined)	0.7	-4	11	4	/
5	O=c1c2ccccc2ncn1-c1ccccc1C(F)(F)F	-0.1	-7	-4	1	-1
6	CC(=O)NCC(=O)OCC(=O)Nc1ccc(C(C)=O)cc1	0.9	-22	6	7	-5
7	CCN1CCN(C2=C(NS(=O)(=O)c3ccc(NC(C)=O)cc3)C(=O)c3ccccc3C2=O)CC1	0.9	-3	6	-4	-9
8	CC(c1ccccc1)n1c(SCC(=O)N2CC(=O)Nc3ccccc32)nc2ccccc2c1=O (centres undefined)	1.3	-10	6	-14	-4
9	COC(=O)C(C)Sc1nc2c(c(=O)n1-c1ccccc1)SCC2 (centres undefined)	0.6	3	-5	0	-5
10	N#Cc1ccccc1CSc1ccccn1	1.3	2	4	-9	-3
11	O=C(CN1C(=O)NC2(CCCCCC2)C1=O)NCc1ccccc1	0.2	0	-3	10	1
12	Cc1ccc(OCC(=O)NCCCNC(=O)c2cccnc2)cc1	0.8	2	-2	-5	-4
13	O=C1CCCCCN1Cc1ccccc1	1.2	-12	0	-3	3
14	CCN(CC)CCNC(=O)c1ccc(NC(=O)c2cc(-c3ccncc3)nc3ccccc23)cc1	-3.0	-16	-2	4	-10
15	COc1cccc(NC(=O)CN(C)C(=O)c2c(C)nn(Cc3ccc(C)cc3)c2Cl)c1	-1.5	-5	-2	11	-1

entry	Keap1-Nrf2 PPI	DAGLB inhibitor	Rtt109 HAT inh	CAL PDZ FP-2	SR-BI DiI-HDL act
1	-3	-1	-1	-0.6	-26
2	1	-1	2	0.2	8
3	-3	-2	36	-1.5	34
4	-10	2	-3	-0.3	-11
5	-3	1	2	-1.6	-7
6	-5	-4	-9	-1.3	4
7	-5	1	-1	-3.2	-27
8	-3	2	-3	-2.4	-4
9	-3	-4	23	-1.3	-1
10	-1	0	20	-3.0	9
11	-5	-2	-3	-3.1	/
12	-2	0	8	-2.3	2
13	-1	-3	11	-0.4	-16
14	0	1	-22	-12	12
15	0	-2	0	-1.8	-26

# Later entries
entry	Compound	LANA DNA inh	Cardiac RTF inh	cardiac RTF act	PKA-R2B activ	CAL PDZ FP-1
16	OC(COc1ccccc1)Cn1c2ccccc2c2ccccc21 (centres undefined)	-1.9	-6	2	-10	-5
17	O=c1c2[nH]c3ccc(F)cc3c2ncn1CC1CCCO1 (centres undefined)	-1.1	-9	2	-1	-2
18	CCc1cccc(NC(=O)Nc2ccc3c(c2)OCO3)c1	-1.3	-9	2	-10	-7
19	CN(C)c1ccc(NS(=O)(=O)c2cc(Cl)ccc2Cl)cc1	-0.2	9	-5	0	-2
20	Cc1ccc(NC(=O)Cc2c(C(=O)O)n(C)c3ccccc23)cc1F	0.4	/	/	/	-6
21	COc1ccccc1Nc1nc(N)nc(CN2CCN(Cc3ccc4c(c3)OCO4)CC2)n1	-1.1	11	-5	-1	-4
22	COCCNC(=O)CSc1ncnc2sc(-c3ccccc3)cc12	0.4	2	0	-13	-3
23	O=C1NC2(CCCc3ccccc32)C(=O)N1Cc1nnc(-c2ccccc2Br)o1 (centres undefined)	-1.3	10	15	-5	-4
24	C=CCn1c(SCc2nc3sc(C(=O)O)c(C)c3c(=O)[nH]2)nnc1-c1ccccc1	0.5	-26	-2	-9	-4
25	CCCOc1ccc(-c2cn3ccccc3n2)cc1[N+](=O)[O-]	-0.6	3	-3	-6	-1
26	Cc1ccc(-c2nnc(SCC(=O)N/N=C/c3ccc(C)s3)n2-c2ccccc2)cc1	-0.3	-3	1	8	-6
27	CCCCC(=O)Nc1cc(C(=O)NCCc2ccccc2)ccc1Cl	-2.3	7	4	4	-6
28	N/C(=N\OC(=O)COc1ccc(Cl)cc1Br)c1cccnc1	0.9	3	-5	-4	/
29	CCOC(=O)c1c(NC(=O)C(Sc2ccccc2)c2ccccc2)sc(C(=O)N(C)C)c1C (centres undefined)	-0.3	6	-4	-8	0
30	CN(C(=O)c1cccc(NC(=O)Cc2ccc(NC(=O)C3CCN(S(=O)(=O)c4cccc([N+](=O)[O-])c4)CC3)cc2)c1)C1CCCC1	-1.7	3	2	-11	-1

entry	Keap1-Nrf2 PPI	DAGLB inhibitor	Rtt109 HAT inh	CAL PDZ FP-2	SR-BI DiI-HDL act
16	-1	-9	3	-1.0	/
17	-7	1	0	-2.7	-3
18	3	-2	/	-1.9	-32
19	-2	4	15	-1.0	7
20	0	/	7	-0.8	27
21	3	4	9	0.7	1
22	-2	0	11	-0.8	-11
23	-11	2	3	/	-18
24	-2	-2	/	-2.7	9
25	-3	-3	-6	-0.7	-21
26	-3	4	-24	-3.2	5
27	-2	0	9	0.1	-28
28	-1	-10	4	-0.9	-12
29	-4	0	0	-0.2	-10
30	-4	-3	6	0.0	-66

# Carrying on.
entry	Compound	LANA DNA inh	Cardiac RTF inh	cardiac RTF act	PKA-R2B activ	CAL PDZ FP-1
31	CCCN(C(=O)CSCc1c(C)noc1C)c1c(N)n(Cc2ccccc2)c(=O)[nH]c1=O	0.5	-9	5	-8	-3
32	Cc1nnc(NC(=O)C(C)Oc2ccc3c(C)cc(=O)oc3c2)s1 (centres undefined)	-0.7	-5	-2	-17	/
33	COc1ccc(Cl)cc1NC(=O)COC(=O)CNC(=O)C1CCCCC1	-1.0	-7	0	6	0
34	COc1c2occc2c(OC)c2c(=O)cc(C)oc12	-1.1	-3	4	-7	-6
35	CC(C)Oc1ccc(C(=O)NC2CCCCC2)cc1	-2.2	-7	-2	6	/
36	CCN(c1cccc(C)c1)S(=O)(=O)c1ccc2c(c1)CCCN2C(C)=O	0.6	-5	-2	-1	-5
37	O=C(CCSCCc1ccccn1)Nc1ccccn1	2.2	7	5	-4	-2
38	CC(C)CCn1nnnc1C(c1ccccc1)N1CCC(C(N)=O)CC1 (centres undefined)	1.7	1	0	-11	-2
39	O=C(COc1ccccc1C(=O)NCc1ccccc1)Nc1ccccc1	-1.1	1	-1	-7	-4
40	Cc1c(C#N)c(O)[nH]c(=O)c1N=Nc1ccc(S(N)(=O)=O)cc1	-1.3	-11	3	-5	-2
41	COc1ccc(OC)c(NC(=O)CSc2nn3c(=O)c(C)nnc3s2)c1	-0.9	-4	0	5	0
42	Cc1ccc(S(=O)(=O)NC(C)(C)CN2CCCCC2)cc1	8.3	-13	1	-3	-1
43	COc1ccc(CCNS(=O)(=O)c2cccs2)cc1	-1.9	-3	2	-4	-4
44	CCCC(=O)Nc1sc2c(c1C#N)CC(C)(C)NC2(C)C	-0.7	5	2	-10	-3
45	CC(=O)N1CCOc2ccc(S(=O)(=O)NCCc3ccc(Cl)cc3)cc21	0.0	-7	2	-10	-5

entry	Keap1-Nrf2 PPI	DAGLB inhibitor	Rtt109 HAT inh	CAL PDZ FP-2	SR-BI DiI-HDL act
31	-2	-3	-9	-4.3	16
32	-2	-1	-11	-0.4	3
33	-2	-1	3	0.0	-3
34	-5	-1	-1	0.2	0
35	-3	-2	-2	-0.8	-9
36	3	-3	6	-1.5	21
37	2	-2	1	-1.1	9
38	4	0	/	-2.0	14
39	2	-5	-6	-2.3	19
40	1	3	4	1.9	-8
41	-6	2	-22	-0.3	-1
42	-5	0	16	-0.9	26
43	-5	2	-21	-1.8	14
44	4	-3	8	-0.5	21
45	4	2	-8	-2.7	/

# Next section.
entry	Compound	LANA DNA inh	Cardiac RTF inh	cardiac RTF act	PKA-R2B activ	CAL PDZ FP-1
46	CCCNC(=O)c1nn2cc(Br)cnc2c1Cl	1.1	-8	7	10	/
47	O=C(/C=C/c1ccccc1)Nc1ncn[nH]1	-3.3	4	3	-12	/
48	Cc1cc2oc(=O)cc(CN3CCN(Cc4ccccc4)CC3)c2cc1Cl	2.0	-2	2	5	-4
49	CCN(CC)CCOC(=O)c1ccc(NC(=O)CSc2nnc(-c3cccs3)n2CC)cc1	-0.4	-3	2	1	61*
50	COc1ccc(NC(=O)CCNS(=O)(=O)c2ccc3c(c2)c(=O)n(C)c(=O)n3C)cc1	-0.6	1	1	5	3
51	CC1CCCN(C(=O)CN(C)S(=O)(=O)c2ccc3c(c2)c(=O)n(C)c(=O)n3C)C1 (centres undefined)	-0.8	-2	-4	8	/

entry	Keap1-Nrf2 PPI	DAGLB inhibitor	Rtt109 HAT inh	CAL PDZ FP-2	SR-BI DiI-HDL act
46	-8	0	2	-1.3	-5
47	-6	-2	0	0.3	1
48	-5	-2	6	0.4	-2
49	-4	0	-8	-1.1	-12
50	0	0	-4	0.2	29
51	-5	2	4	-0.1	-13

# 3 structures from above, sorted by molar mass, largest number first.
entry	Compound	LANA DNA inh	Cardiac RTF inh	cardiac RTF act	PKA-R2B activ	CAL PDZ FP-1
49	CCN(CC)CCOC(=O)c1ccc(NC(=O)CSc2nnc(-c3cccs3)n2CC)cc1	-0.4	-3	2	1	61*
50	COc1ccc(NC(=O)CCNS(=O)(=O)c2ccc3c(c2)c(=O)n(C)c(=O)n3C)cc1	-0.6	1	1	5	3
51	CC1CCCN(C(=O)CN(C)S(=O)(=O)c2ccc3c(c2)c(=O)n(C)c(=O)n3C)C1 (centres undefined)	-0.8	-2	-4	8	/

entry	Keap1-Nrf2 PPI	DAGLB inhibitor	Rtt109 HAT inh	CAL PDZ FP-2	SR-BI DiI-HDL act
49	-4	0	-8	-1.1	-12
50	0	0	-4	0.2	29
51	-5	2	4	-0.1	-13
